SENP1 FRET inh = blocks the human SENP1 SUMO protease catalytic domain. 360,000 compounds, 0.21% hits. recombinant SENP1 catalytic domain, CyPet-SUMO1-YPet FRET cleavage. AID 624204. Q9P0U3. inhibition, % at 10 µM;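 active = inhibition at least 30% at 10 µM, raw YFP signal under a set limit, fluorescence ratio 0.5 to 1.5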;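 also: 0% = enzyme with DMSO and 100% = no enzyme wells; some results filed as inactive read as strong as hits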
Target sequence (Q9P0U3 419-644 limits assumed): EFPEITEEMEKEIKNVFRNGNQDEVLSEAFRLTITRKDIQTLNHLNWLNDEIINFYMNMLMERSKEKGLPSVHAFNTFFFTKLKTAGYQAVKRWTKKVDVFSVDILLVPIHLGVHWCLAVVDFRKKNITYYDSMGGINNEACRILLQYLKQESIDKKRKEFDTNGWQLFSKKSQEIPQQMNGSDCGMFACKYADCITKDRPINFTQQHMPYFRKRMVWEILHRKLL
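Test system: human SENP1 catalytic domain; medium: Tris pH 8 buffer plus EDTA, NaCl, BME, BSA, NP40, catalase; incubation: 50 min reaction at room temperature; technique: FRET, CFP and YFP emission; controls: no-enzyme low control and enzyme-plus-DMSO high control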
SENP7 block = SENP7 protease inhibition | Q9BQF6 | recombinant SENP7, Z-RLRGG-aminoluciferin luminescence, 40 min | inhibition, % at 5 µM | 330,000 compounds, 1.5% hits | AID 434973;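 active = inhibition above about 50% at the single test dose, limit read from the data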;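 also: plate controls were DMSO with enzyme for no effect and no enzyme buffer wells for full effect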
Target sequence (Q9BQF6 706-1050 limits assumed): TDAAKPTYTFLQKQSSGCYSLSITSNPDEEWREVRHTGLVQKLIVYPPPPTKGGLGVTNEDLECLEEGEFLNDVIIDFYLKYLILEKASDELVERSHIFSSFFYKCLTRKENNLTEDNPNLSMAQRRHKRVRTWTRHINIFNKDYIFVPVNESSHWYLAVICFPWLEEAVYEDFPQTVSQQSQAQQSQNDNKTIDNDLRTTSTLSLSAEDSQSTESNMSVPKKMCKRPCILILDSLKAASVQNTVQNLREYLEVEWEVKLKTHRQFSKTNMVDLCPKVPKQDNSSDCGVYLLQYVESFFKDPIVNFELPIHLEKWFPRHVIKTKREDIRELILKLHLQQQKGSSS
SENP8 block-1 = inhibitors of human SENP8 protease; Q96LD8; inhibition, % at 20 µM; recombinant SENP8, Nedd8 substrate fluorescence; 360,000 compounds, 0.64% hits; AID 602440; in the data active = inhibition mostly above about 40%, no sharp cut-off; inactive = mostly below about 27%
SENP6 block = blocks the human protease SENP6. Recombinant SENP6 catalytic domain, aminoluciferin luminescence. inhibition, % at 10 µM. AID 2599. 330,000 compounds, 1.8% hits. Q9GZR1;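 active = inhibition above about 50% at the single tested dose, limit read from the data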;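 also: plate controls were DMSO wells with enzyme for no effect and DMSO wells lacking enzyme for full effect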
Target sequence (Q9GZR1 628-1112 limits assumed): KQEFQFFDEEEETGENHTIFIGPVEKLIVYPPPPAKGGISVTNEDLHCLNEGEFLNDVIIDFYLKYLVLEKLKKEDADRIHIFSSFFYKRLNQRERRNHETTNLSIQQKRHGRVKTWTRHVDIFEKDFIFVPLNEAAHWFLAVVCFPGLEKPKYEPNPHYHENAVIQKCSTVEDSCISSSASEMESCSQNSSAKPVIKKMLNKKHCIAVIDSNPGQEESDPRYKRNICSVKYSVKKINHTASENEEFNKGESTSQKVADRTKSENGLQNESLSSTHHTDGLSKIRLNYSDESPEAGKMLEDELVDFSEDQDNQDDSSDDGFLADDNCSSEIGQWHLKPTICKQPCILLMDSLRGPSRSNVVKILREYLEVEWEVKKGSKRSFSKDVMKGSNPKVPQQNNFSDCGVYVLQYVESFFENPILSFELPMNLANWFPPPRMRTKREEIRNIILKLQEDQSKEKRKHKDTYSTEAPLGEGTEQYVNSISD
HKDC1 inh = inhibitors of human hexokinase HKDC1 | recombinant HKDC1, G6PDH/diaphorase resazurin coupled fluorescence | inhibition, % at 20 µM | 340,000 compounds, 0.16% hits;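 active = inhibition above about 35% when tested at 20 µM, limit read from the data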;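 also: plate controls were DMSO wells with enzyme for no effect and DMSO wells lacking enzyme for full effect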
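Test system: recombinant HKDC1 (HK5) hexokinase enzyme, produced in-house / Doses: 20 µM test compound, 1% DMSO / Timing: 90 min, room temperature / Detection: G6PDH/diaphorase-coupled fluorescence, 1 mM NADP, 100 µM resazurin, 525/613 nm / Control set: DMSO wells with and without enzyme mix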
Apaf1 inhib = inhibitors of human Apaf-1 apoptosome; inhibition, % at 20 µM; 330,000 compounds, 0.71% hits; O14727; reconstituted apoptosome caspase-3 activity, DEVD-Rh110 fluorescence; active = inhibition of at least 40% at 20 µM;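 also: plate controls were DMSO wells for no effect and DEVD-CHO caspase inhibitor wells for full effect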
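Material: biochemical Apaf-1 apoptosome reconstitution. Medium: Hepes buffer, pH 7.5. Also added: cytochrome c activation, bis-DEVD rhodamine 110 substrate. Timing: 30 min compound preincubation, 50 min activation, room temperature. Measured by: rhodamine 110 fluorescence at Ex 480/Em 540 nm.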
SENP8 block-2 = inhibitors of human SENP8 protease; purified SENP8, Z-RLRGG-aminoluciferin cleavage, luminescence; inhibition, % at 10 µM; 330,000 compounds, 1.2% hits; AID 2540; in the data active = inhibition above about 50%
PfG6PD inh = PfG6PD (Plasmodium falciparum) enzyme inhibition; PfGluPho enzyme, NADPH resazurin-diaphorase fluorescence; inhibition, % at 20 µM; 350,000 compounds, 0.78% hits; AID 504690;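 active = inhibition reaching at least a set limit at 20 µM in the primary screen, cut at about 59% in these data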;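 also: 0% = DMSO wells with substrate and 100% = DMSO wells lacking glucose-6-phosphate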
Starred values were filed as active, the others as inactive; · = not tested or not shown.

#	SMILES	SENP7 block	SENP6 block	Apaf1 inhib	HKDC1 inh	SENP8 block-1	PfG6PD inh	SENP8 block-2	SENP1 FRET inh
1	O=C(COc1ccc(Cl)cc1)Nc1nnc(C2=COCCO2)o1	9	-5	-10	-4	21	-8	6	0
2	CC(C)[C@H](NC(=O)c1ccccc1)C(=O)OCc1nc2scc(-c3ccccc3)c2c(=O)[nH]1	0	-1	38	-6	7	-2	-7	1
3	Cc1ccc(C)c(S(=O)(=O)NCc2ccc(C(=O)N3CCCCCC3)cc2)c1	1	0	6	0	17	-19	1	-1
4	C/C(=N\O)C(C)(C)Nc1ccc(Cl)cc1	-2	-9	-6	-5	10	-1	-3	-4
5	O=C(COc1ccc2ccccc2c1)Nc1ccc2c3c(cccc13)CC2	8	-13	-2	-2	3	-13	5	-6
6	Cn1c(=O)n(Cc2ccco2)c(=N)c2c3c(sc21)CCC3	3	-1	-8	-5	9	1	1	-4
7	COCCn1c(-c2ccccc2)nc2c(c(=O)c3ccccc3n2C)c1=O	-6	-11	13	·	·	·	-3	·
8	Cn1c(N2CCOCC2)c(C=O)c2ccccc21	4	9	2	-3	-44	-7	4	2
9	CCc1ccc(/C=C2/Sc3ccccc3N(CC(=O)NCCCN3CCOCC3)C2=O)cc1	-12	-20	17	-2	8	-8	-19	1
10	O=C(CCN1C(=O)c2ccccc2C1=O)N1CCOCC1	-2	-5	1	-7	8	-3	-4	-1
11	COc1ccc2cc3cc(C(=O)N(C)C4CCCCC4)oc3nc2c1	61*	60*	18	15	-400	23	52*	-1
12	O=C(Nc1ccc(Oc2ccccc2)nc1)C1CCN(Cc2ccco2)CC1	3	-4	-9	-2	3	-7	-1	1
13	Cn1c(C(O)C(O)c2ccccc2)nc2ccccc21 (stereo not drawn)	0	-10	-7	11	3	-9	-3	1
14	CN(C)C(=O)c1ccc(NC(=O)COC(=O)C2CCN(S(=O)(=O)c3ccc4c(c3)OCCO4)CC2)cc1	-2	5	2	3	27	-14	12	0
15	O=C(CSc1ccccn1)NC1CCCC1	-5	4	-5	·	·	·	-2	·
16	COc1ccc(S(=O)(=O)N2CCCCC2)cc1NC(=O)Cn1c(=O)cnc2ccccc21	11	-3	0	1	-8	-1	-4	-3
17	Cc1cc(N/N=C/c2ccc(N(C)C)cc2)nc(NCc2ccccc2)n1	5	-9	16	4	-385	14	1	-28
18	CCc1nc(NCCO)c(C#N)c2c1CSC(C)(C)C2	-5	-12	6	3	-415	-7	-4	-9
19	CCCCNC(=O)CN1CCN(Cc2ccc3cc(OC)ccc3c2)CC1	2	0	-1	-1	8	-1	-1	1
20	O=C(NC1CCCCC1)C(=O)N(Cc1cccnc1)C(C(=O)NCc1ccco1)c1ccccc1 (stereo not drawn)	-8	-24	6	·	·	·	-7	·
21	CCOC(=O)N1CCC(=NNc2ccnc3cc(Cl)ccc23)CC1	-12	-7	-17	-11	-63	22	-2	-34
22	COc1cccc(/C=N/Nc2ncccc2[N+](=O)[O-])c1OC	98*	99*	-23	-3	37	-20	95*	1
23	O=C(Nc1ccccc1)/C(=C/c1cccnc1)NC(=O)c1ccccc1	5	11	1	-3	13	16	2	2
24	CCOC(=O)c1[nH]c(C)c(CN(CCc2ccc(OC)c(OC)c2)C(=O)CCCC(=O)O)c1C	9	0	1	-6	15	10	-8	2
25	Cc1ccc(C)c(C(=O)c2c(C)nc3sccn23)c1	0	-2	-2	-4	34	1	2	0
26	CCC1C(=O)N=C(SCC(=O)Nc2ccc(S(N)(=O)=O)cc2)NC1=O (stereo not drawn)	6	5	13	9	-3	-25	-3	2
27	O=C(NCC(=O)N(c1cccc(F)c1)C(C(=O)NC1CCCC1)c1ccncc1)c1ccco1 (stereo not drawn)	2	-2	3	2	14	-7	0	1
28	COC(=O)c1ccc(CN2CCCC(CCC(=O)NCc3ccc(C)o3)C2)cc1 (stereo not drawn)	3	19	-6	-5	-6	-6	8	-9
29	CCOC(=O)c1sc2nc(C)n(N)c(=O)c2c1C	-4	5	-9	19	-7	-12	4	2
30	COC(=O)CCC(=O)NNC(=O)C1CC1(c1ccccc1)c1ccccc1 (stereo not drawn)	1	9	0	-6	12	-1	10	-1
31	COCCn1c(=S)[nH]c2cc(C(=O)NCCCN3CCOCC3)ccc2c1=O	13	-26	-4	4	5	5	0	1
32	CCCc1cc(=O)[nH]c(SCC(=O)NN(c2ccccc2)c2ccccc2)n1	-5	-14	3	0	0	-10	-5	-3
33	N#Cc1c(NC(=O)c2cc(-n3cnnc3)ccc2Cl)sc2c1CCCC2	-2	14	14	5	10	13	-2	-3
34	COc1cc(CNC(C)C23CC4CC(CC(C4)C2)C3)ccc1OCC(=O)NC(C)(C)C (stereo not drawn)	-4	1	1	-4	15	7	-9	3
35	Cn1cnc2cc(NCc3ccc(Cl)cc3)ccc21	-9	7	11	0	-127	32	-7	-1
36	CC(C)(C)NC(=O)c1ccc2c(c1)N(CC(=O)N1CCCCC1)C(=O)C(C)(C)O2	1	-4	-18	-8	10	3	4	-1
37	COc1ccc(-c2ccnc3[nH]n(-c4ccccc4)c(=O)c23)cc1	-1	-10	-17	-2	-173	19	-2	5
38	CC1CCc2c(sc(NC(=O)CCCn3cnc([N+](=O)[O-])n3)c2C(N)=O)C1 (stereo not drawn)	8	-2	-8	2	5	-10	2	0
39	Cc1cccc(CN2CCN(CC(=O)NCCCN3CCCC3=O)C2=O)c1	-11	-1	4	-6	13	-7	-9	2
40	CCCCCOc1ccc(C(=O)C(c2ccccc2)N2CCOCC2)cc1 (stereo not drawn)	3	-13	34	7	22	10	-2	1
41	CC1Cc2ccccc2N1C(=O)CSc1nncs1 (stereo not drawn)	-14	-9	2	-4	8	9	-6	-1
42	CCOC(=O)c1ccc(NC(=O)CSc2nnc(COc3ccccc3)n2C)cc1	3	3	-10	-5	28	2	13	1
43	CCCCCCC1CC(C)(/C(C)=N/NC(N)=O)OC1=O (stereo not drawn)	10	3	4	-5	9	-4	1	3
44	O=C1CC(c2ccc(S(=O)(=O)N3CCCCC3)cc2)CN1 (stereo not drawn)	2	-6	-2	-13	18	10	6	1
45	C/C(CC(=O)Nc1ccc(Cl)cc1Cl)=N\NC(=O)c1ccco1	3	-5	-4	-8	15	-4	-6	1
46	CC(=O)C1=C(c2ccccc2)OC(N)=C(C#N)C1c1ccc(O)cc1 (stereo not drawn)	-3	3	-12	-2	4	-10	-1	-27
47	COc1ccc(CNC(=O)COC(=O)C(CCSC)N2C(=O)c3ccccc3C2=O)cc1 (stereo not drawn)	9	-4	5	-4	10	3	3	3
48	CC1CCc2cc(F)ccc2N1C(=O)CCC(=O)O (stereo not drawn)	9	-25	-14	-7	20	-5	-3	4
49	c1cncc(-c2nnc(SCc3cccc4ccccc34)o2)c1	-8	-24	25	-2	7	18	-14	0
50	CCN(CC)c1ccc(CNc2ccc3c(c2)ncn3C(C)(C)C)cc1	5	10	16	0	-190	41	-3	1
51	CC(C)c1nnc(NC(=O)c2cc3ccccc3o2)s1	-3	31	-10	0	-16	66*	10	-4
52	COc1ccc(-n2nc(C(=O)Nc3ccc4c(c3)OCO4)c3c4ccccc4n(C)c3c2=O)cc1	0	2	1	-3	5	-4	7	0
53	O=C(Nc1nnc(S(=O)(=O)N2CCOCC2)s1)c1ccccc1Cl	0	-12	10	-5	-41	9	-4	-1
54	CCOc1ccc(C(=O)C(C)OC(=O)CN2C(=O)NC(C)(C)C2=O)cc1 (stereo not drawn)	-9	-18	-13	-3	2	17	-16	0
55	Cn1c(-c2ccc3c(c2)OCO3)cnc1NCc1ccccc1	-2	-3	12	3	-83	9	5	0
56	Cc1ccc(CNC(=O)C(=O)NCC2OCCN2S(=O)(=O)c2ccc(Br)cc2)cc1 (stereo not drawn)	-8	-7	24	0	19	2	-3	-1
57	CC(=O)c1ccc(Oc2cc(C)nc(N3CCOCC3)n2)cc1	-1	-6	-3	-12	16	16	-1	0
58	CCC1(CC)NC(=O)N(CC(=O)OC(C)C(=O)Nc2cc([N+](=O)[O-])ccc2OC)C1=O (stereo not drawn)	-10	-10	10	-7	24	-5	-9	-1
59	O=C(C(=O)N1CCN(c2ccccc2)CC1)c1cn(CC(=O)N2CCCCCC2)c2ccccc12	-6	6	14	4	-15	7	-3	-4
60	COc1cc(/C=C2\C(=N)N3N=C(C(C)C)SC3=NC2=O)ccc1OCCOc1ccc(NC(C)=O)cc1	0	-29	11	5	3	-21	10	-3

Entries of single compounds, quoted from the list. Order of values: SENP7 block	SENP6 block	Apaf1 inhib	HKDC1 inh	SENP8 block-1	PfG6PD inh	SENP8 block-2	SENP1 FRET inh
COc1ccc(-n2nc(C(=O)Nc3ccc4c(c3)OCO4)c3c4ccccc4n(C)c3c2=O)cc1 reads 0	2	1	-3	5	-4	7	0
Cc1ccc(CNC(=O)C(=O)NCC2OCCN2S(=O)(=O)c2ccc(Br)cc2)cc1 (stereo not drawn) reads -8	-7	24	0	19	2	-3	-1
C/C(CC(=O)Nc1ccc(Cl)cc1Cl)=N\NC(=O)c1ccco1 reads 3	-5	-4	-8	15	-4	-6	1
Cn1cnc2cc(NCc3ccc(Cl)cc3)ccc21 reads -9	7	11	0	-127	32	-7	-1
CCCCCOc1ccc(C(=O)C(c2ccccc2)N2CCOCC2)cc1 (stereo not drawn) reads 3	-13	34	7	22	10	-2	1

Going on with the list:
#	SMILES	SENP7 block	SENP6 block	Apaf1 inhib	HKDC1 inh	SENP8 block-1	PfG6PD inh	SENP8 block-2	SENP1 FRET inh
61	CC(Oc1ccc(Cl)cc1)c1ccn[nH]1 (stereo not drawn)	-3	-11	-8	2	0	7	0	3
62	COCCCn1c(SCc2ccccc2)nc2cc(OC)c(OC)cc2c1=N	-12	-4	10	0	-28	23	-8	-1
63	O=[N+]([O-])c1cccc(S(=O)(=O)Nc2ccc(-c3ccc(N4CCOCC4)nn3)cc2)c1	8	-2	4	6	25	-26	6	3
64	COc1ccc(NC(=S)NC2CC3CCC(C2)N3Cc2ccco2)cc1 (stereo not drawn)	-3	-8	8	-2	6	-15	-6	0
65	O=C(Nc1ccc(C(=O)N2CCCCC2)cc1)C1CC1	·	·	·	-5	12	8	·	1
66	O=C1CC(NS(=O)(=O)c2cccs2)CN1c1ccc(Cl)cc1 (stereo not drawn)	-15	-9	39	-1	9	-22	-10	3
67	CC1(C)CC(=O)C=C(c2cccc3c2sc2ccccc23)C1	-2	-37	24	-1	-19	0	-15	6
68	CN(C)C(=O)CCc1ccc2c3c([nH]c2c1)[C@]1(C)[C@@H](C(=O)N2CCOCC2)C[C@H](CC(=O)NCc2cccc(C(F)(F)F)c2)C(=O)N1CC3	1	·	13	3	14	-8	·	-2
69	COc1ccc(/C(C)=N/Nc2ncc(Cl)cc2Cl)c(O)c1	-9	-14	-2	9	19	-28	-16	-1
70	O=C(CCC(=O)c1cccs1)NNC(=O)c1ccccc1O	-15	-11	10	-7	-68	-28	-14	-3
71	COc1ccc(N2CCN(C(=O)C34CCC(C)(C(=O)C3)C4(C)C)CC2)cc1 (stereo not drawn)	-3	-11	-10	-2	32	-3	-2	0
72	C[C@]12CCC3C(CC[C@H]4CC(O)CC[C@]34C)C1CC/C2=N/O (stereo partly drawn)	1	7	4	-2	16	-11	-3	0
